High-throughput results (PubChem)
FLuc modulator – qHTS profiling assay for firefly luciferase inhibitor/activator using purifed enzyme and Km concentrations of substrates (counterscreen for miR-21 project). Luciferin 4-monooxygenase (Photinus pyralis), P08659. purified FLuc, Km substrates, luminescence inhibition. Potency, µM (doses to about 57.5 µM), for inactives: top-dose activity change, negative = inhibition, usual class: inhibitors. 360,000 tested, 6.9% active;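 further: potency means the concentration at half of the fitted maximal effect; plate controls were vehicle for no effect and reference inhibitor for full effect; nearly all actives have a fitted effect of over 55% in size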
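Biochemical qHTS of compounds, final roughly 60 µM downward over six points, against 10 nM purified firefly luciferase using Km concentrations of substrates (10 uM D-luciferin, 10 uM ATP) in Tris acetate pH 7.5 buffer; luminescence output.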
Tb PFK inh – qHTS Assay to Find Inhibitors of T. brucei phosphofructokinase; ATP-dependent 6-phosphofructokinase (Trypanosoma brucei brucei), O15648; T. brucei PFK, ADP-Glo luminescence; Potency, µM (series often up to 57.5 µM), inactives show at the highest dose activity, negative = inhibition, most hits filed as inhibitors; 330,000 tested, 0.17% active; AID 485367, 2010;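 further: potency means the concentration at half of the fitted maximal effect; 0% = uninhibited 1x PFK enzyme wells and -100% = no-enzyme wells; nearly all actives have a fitted effect of over 60% in size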
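In TEA buffer at pH 8.0 with 5 mM MgCl2, enzyme (1.25 nM) converted F6P (0.5 mM) and ATP (0.1 mM) for 45 min at room temperature. ADP product was read by luciferase luminescence.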
BRCA1 expr up – qHTS Assay to Identify Small Molecule Activators of BRCA1 Expression. Potency, µM (titrated, usually from 46.1 µM), without a hit: at the highest dose activation, most hits filed as activators. MCF7-BRCA1-FFLuc reporter, luminescence, 48 h; response scale: scaled: vehicle 0%, 10 µM genistein 100%. 380,000 tested, 1.1% active; further: potency means the concentration at half of the fitted maximal effect; nearly all actives have a fitted effect of over 80% in size; some results filed as inactive show a strong effect at the top dose
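MCF7-BRCA1-FFLuc, 2000 cells/well; 2 h attach, 37 °C/5% CO2; compound 48 h; luciferase substrate 15 min; luminescence end-point. Norm. to genistein 10 microM max activation and DMSO; concentration-response curves fitted.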
TRPV1 agonist – HTS Assay for Compounds that Act as Agonists of the Vanilloid Receptor 1; 320,000 tested, 0.19% active; activation, % at 8.33 µM; Transient receptor potential cation channel subfamily V member 1 (Homo sapiens), Q8NER1; TRPV1-expressing cells, Fluo-8 calcium influx, agonist mode; in the data active means activation above about 80%; inconclusive means between about 30% and that limit; further: 0% is about no effect
Target sequence (Q8NER1 whole entry, looked up): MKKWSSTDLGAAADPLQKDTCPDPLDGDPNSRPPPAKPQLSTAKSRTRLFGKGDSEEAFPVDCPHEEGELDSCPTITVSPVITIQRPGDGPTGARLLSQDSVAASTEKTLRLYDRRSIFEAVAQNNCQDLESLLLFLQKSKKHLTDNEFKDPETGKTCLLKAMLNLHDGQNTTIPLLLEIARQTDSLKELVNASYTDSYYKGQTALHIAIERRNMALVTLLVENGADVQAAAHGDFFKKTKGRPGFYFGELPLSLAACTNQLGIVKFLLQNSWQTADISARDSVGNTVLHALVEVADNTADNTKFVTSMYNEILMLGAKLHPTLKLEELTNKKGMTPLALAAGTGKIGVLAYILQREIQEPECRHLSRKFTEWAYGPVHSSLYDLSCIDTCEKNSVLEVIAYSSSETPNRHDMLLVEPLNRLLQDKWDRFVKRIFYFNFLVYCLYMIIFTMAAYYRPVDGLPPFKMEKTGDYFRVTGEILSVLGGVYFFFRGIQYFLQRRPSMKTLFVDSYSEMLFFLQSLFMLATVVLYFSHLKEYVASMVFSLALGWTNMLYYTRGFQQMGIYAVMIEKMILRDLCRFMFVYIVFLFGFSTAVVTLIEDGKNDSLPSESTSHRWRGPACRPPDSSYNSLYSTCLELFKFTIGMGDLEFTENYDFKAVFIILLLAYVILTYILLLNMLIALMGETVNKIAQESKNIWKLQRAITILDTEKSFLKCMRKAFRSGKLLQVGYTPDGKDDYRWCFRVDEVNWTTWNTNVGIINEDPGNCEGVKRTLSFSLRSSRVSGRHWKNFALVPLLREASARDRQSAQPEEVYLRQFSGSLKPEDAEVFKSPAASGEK
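Fluo-8 calcium influx in TRPV1-expressing cells, kinetic read (ex 480/em 520 nm). Compound added and read 3 min for agonist activity, followed by capsaicin at EC20 final and 2 min further read for enhancement.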
Gal4-VP16 FLuc – VP16 counterscreen qHTS for inhibitors of ROR gamma transcriptional activity | 310,000 tested, 3.5% active | AID 2546, 2010 | Potency, µM (series often up to 53.6 µM), without a hit: top-dose activity, negative = inhibition, hits mostly inhibitors | Drosophila S2 Gal4-VP16 UAS-luciferase, luminescence, 20 h;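 further: Gal4-VP16 expression switched on by copper sulfate through the metallothionein promoter; potency means the concentration at half of the fitted maximal effect; on the % scale 0 is the no-effect control and ±100 the full control effect; nearly all actives have a fitted effect of over 50% in size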
Rab9 prom act – qHTS Assay for Rab9 Promoter Activators. 320,000 tested, 2.8% active. Potency, µM (highest dose often 9.22 µM), for the others: top-dose activation, negative = inhibition, hits mostly activators. AID 485297, 2010. Huh7 Rab9 promoter-luciferase reporter, luminescence, 24 h; further: potency means the concentration at half of the fitted maximal effect; % of control where 0% means no effect; nearly all actives have a fitted effect of over 60% in size
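Using Huh7 cells stably transfected with Rab9 promoter–luciferase, compounds were incubated 24 h at 37 °C, 5% CO2; luciferase luminescence was read 10 min after reagent addition.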
ELG1 genotox – qHTS screen for small molecules that induce genotoxicity in human embryonic kidney (HEK293T) cells expressing luciferase-tagged ELG1; HEK293T ELG1-luciferase reporter, luminescence, 16 h; Potency, µM (doses to about 46 µM), without a hit: top-dose activity change, positive = activation, usual class: activators; 330,000 tested, 1.3% active; further: potency means the concentration at half of the fitted maximal effect; % of control where 0% means no effect; nearly all actives have a fitted effect of over 60% in size
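HEK293T cells expressing luciferase-tagged ELG1 were treated with compound or DMSO for 16 hr at 37°C. Luciferase activity was then read after 30 min with ONE-Glo at room temperature; rising signal flags genetic stress.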
p53 reactivator – qHTS assay for re-activators of p53 using a Luc reporter | Potency, µM (doses to about 92.2 µM), for inactives: top-dose activity change, positive = activation, most hits filed as activators | 320,000 tested, 0.063% active | H1299 p53-A138V BP100-luciferase reporter, luminescence, 24 h | AID 504706, 2011; further: potency means the concentration at half of the fitted maximal effect; % of control where 0% means no effect; nearly all actives have a fitted effect of over 45% in size
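H1299 (p53-null), stable ts p53-A138V + BP100-Luc; 1000 cells/well, Opti-MEM/10% FBS; cpd 4 pt, 1:5; 24 h, 37 deg C, 5% CO2; detection reagent 10 min RT; luminescence.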
ELG1 DNA repair – qHTS screen for small molecules that inhibit ELG1-dependent DNA repair in human embryonic kidney (HEK293T) cells expressing luciferase-tagged ELG1; Potency, µM (series often up to 46.1 µM), for the others: at the highest dose activity change, negative = inhibition, most hits filed as inhibitors; HEK293T ELG1-luciferase reporter, luminescence, 16 h; DNA damage induced by 5-fluorouridine; AID 504467, 2011; 330,000 tested, 2.3% active; further: potency means the concentration at half of the fitted maximal effect; on the % scale 0 is the no-effect control and ±100 the full control effect; nearly all actives have a fitted effect of over 55% in size
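Cells (2,000 per well) received 5-fluorouridine plus test compound or DMSO and were incubated 16 hr at 37 °C, 5% CO2. Luciferase activity was read by luminescence 30 min after ONE-Glo addition; signal suppression marked inhibition of damage-induced ELG1 function.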
NPC1 promoter act – qHTS Assay for NPC1 Promoter Activators; Huh7 NPC1 promoter luciferase reporter, 24 h; Potency, µM (top dose mostly 9.22 µM), inactives show top-dose activation, usual class: activators; 320,000 tested, 2.4% active;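 further: potency means the concentration at half of the fitted maximal effect; % of control where 0% means no effect; nearly all actives have a fitted effect of over 60% in size; reporter is driven by a mutant NPC1 promoter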
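Readout is luciferase luminescence, reflecting NPC1 promoter activation in stably transfected Huh7 cells after 24 h compound exposure at 37 °C in reduced-serum medium with 10% FBS.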
RORgamma inh – qHTS for inhibitors of ROR gamma transcriptional activity; Nuclear receptor ROR-gamma (Mus musculus), P51450; Drosophila S2 Gal4-RORgamma UAS-luciferase reporter, 20 h; Potency, µM (top dose mostly 53.6 µM), inactives show top-dose activity change, negative = inhibition, most hits filed as inhibitors; 310,000 tested, 5.4% active; AID 2551, 2010; further: potency means the concentration at half of the fitted maximal effect; on the % scale 0 is the no-effect control and ±100 the full control effect; nearly all actives have a fitted effect of over 60% in size
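A Gal4/UAS one-hybrid system in insect cells: metallothionein-promoter Gal4–ROR gamma fusion plus Photinus luciferase reporter. Copper sulfate 700 uM final, 20 hr ambient incubation, luminescent detection after 10 min with reagent.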
The depositor's hits bear a star; ? = inconclusive; / = not tested or not shown; [ ] = remark or other dose. Unless noted, the call rests on the fitted dose curve; in most records, active means well fitted curve in the direction sought with a large enough effect; inconclusive means small, poorly fitted or top-dose-only effect, or another doubt; inactive means no such curve, though single readings can be large; an effect the other way counts as inactive or inconclusive.

SMILES	FLuc modulator	Tb PFK inh	BRCA1 expr up	TRPV1 agonist	Gal4-VP16 FLuc	Rab9 prom act	ELG1 genotox	p53 reactivator	ELG1 DNA repair	NPC1 promoter act	RORgamma inh
CCN(C(=S)NCc1ccccc1)c1ccccc1	-4%	-2%	9%	10	-8%	-1%	-5%	1%	?	-2%	14µM*
CCOc1cc(-c2noc(-c3ccncc3)n2)cc(Br)c1OC	3%	1%	3%	2	0%	-2%	6%	0%	11%	-1%	?
O=C(O)c1ccc(S(=O)(=O)N2CCCc3ccccc32)cc1	1%	-2%	-1%	-1	-2%	-2%	0%	2%	3%	5%	10%
CN(C)c1ccc(P(=O)(OC2CCCCC2)C(O)c2cccnc2)cc1 (stereo not given)	5%	3%	1%	5	-2%	-4%	4%	-3%	2%	2%	11%
Cc1nonc1NC(=O)CSc1nnnn1-c1ccccc1	-2%	-5%	-1%	1	-10%	-1%	0%	-3%	-3%	-5%	1%
CCOC(=O)C(Cc1ccc(NC(C)=O)cc1)N1C(=O)c2ccccc2C1=O (stereo not given)	/	-4%	-1%	0	/	-4%	-3%	-2%	?	-1%	/
CCN(C(=O)COC(=O)c1ccc(OC)c(S(=O)(=O)N(C)Cc2ccccc2)c1)C1CCS(=O)(=O)C1 (stereo not given)	0%	6%	-8%	-1	/	-6%	1%	11%	7%	1%	/
O=C(CCCOc1ccccc1)NC(=S)Nc1ccccc1	-2%	0%	16%	11	?	2%	1%	5%	-2%	-3%	10µM*
CC(C)(C)OC(=O)NCCCCCc1nnc(SCC(N)=O)o1	-10%	-3%	7%	1	0%	-4%	3%	2%	1%	16%	-13%
COc1ccc(N(CC(=O)NC2CCCC2)C(=O)CCC(=O)Nc2cc(C)on2)cc1OC	0%	1%	-10%	1	-4%	-8%	1%	4%	2%	0%	5%
O=C(Nc1ccc(Cl)c(Cl)c1)C1CCN(C(=O)c2ccco2)CC1	-4%	-18%	-20%	-6	/	-1%	-2%	-8%	1%	0%	/
Cc1ccc(C(=O)c2cn(Cc3ccc(Cl)cc3)c3nc(C)ccc3c2=O)cc1	-3%	14%	/	3	/	0%	/	/	/	-2%	/
Cc1nc2ccc(NC(=O)c3oc4ccc(F)cc4c3C)cc2s1	-23%	2%	-26%	-3	/	7%	?	2%	?	13%	/
CCC(=O)N1CCN(c2ccccc2NC(=O)COc2cccc(C)c2)CC1	0%	-2%	0%	21	-12%	-2%	-15%	-10%	?	-2%	-32%
CN(CC1COCCO1)C(=O)c1cc(COc2c(F)cccc2F)on1 (stereo not given)	-15%	-4%	38%	20	-12%	24%	?	6%	?	-1%	3%
Cc1ccc(-c2nnn(CC(=O)N3CCN(c4ccccc4)CC3)n2)o1	5%	-9%	5%	1	-1%	-2%	0%	-2%	2%	3%	25%
Cc1ccc(NC(=S)NC2CCCCC2)cc1S(=O)(=O)N(C)C	?	-1%	51%	3	?	?	-4%	2%	?	26%	13µM*
COc1cccc(-c2cc(C(F)(F)F)n3ncc(S(=O)(=O)c4ccccc4)c3n2)c1	0%	1%	4%	2	-10%	1%	-2%	0%	4%	-5%	-11%
O=S(=O)(Nc1nc2ccccc2nc1Cl)c1ccccc1C(F)(F)F	-8%	0%	-19%	-1	-2%	1%	-16%	3%	?	-4%	-14%
O=C(NCc1cccc(Cl)c1)NC(=O)c1csc([N+](=O)[O-])c1	0%	0%	34%	0	1%	-4%	1%	8%	12%	-4%	5%
Cc1cccn2c(=O)c3cc(C#N)c(=N)n(CCN4CCOCC4)c3nc12	1%	2%	0%	-1	7%	-1%	2%	5%	6%	4%	-10%
CC(=O)Nc1ccc(NC(=O)CSc2nnc(-c3ccco3)n2Cc2ccco2)cc1	-3%	0%	0%	-1	-1%	9%	2%	?	-26%	-1%	10%
N#Cc1ccc(NC(=S)NC(=O)C2CCCCC2)cc1	/	-2%	-2%	/	/	/	0%	9%	-5%	/	/
CN1CCN(S(=O)(=O)c2ccc(Oc3ccc(F)c(Cl)c3)nc2)CC1	-3%	-3%	5%	7	-11%	0%	-1%	-2%	0%	0%	-4%
Cc1cccc(NC(=O)Cn2c(=O)oc3ccccc32)c1	-3%	1%	3%	23	12%	-4%	1%	2%	?	-1%	16%
O=C(CN(C(=O)CCC(=O)Nc1nccs1)c1ccccc1F)NCc1ccccc1	3%	0%	-2%	-2	2%	-1%	-9%	-3%	-2%	-3%	36%
NC1=NC[C@H](Cc2ccccc2)N1CCc1cccc(F)c1	0%	1%	0%	3	-1%	-9%	-6%	-5%	-8%	-1%	-8%
Cc1ccc(NC(=O)COC(=O)CCn2c(C)csc2=O)cc1S(=O)(=O)N1CCOCC1	3%	-2%	-10%	1	/	-3%	3%	-3%	3%	-2%	/
CC1C=CCC2C(=O)N(c3cccc(C(=O)Nc4ccc(F)cc4)c3)C(=O)C12 (stereo not given)	-4%	1%	-1%	?	3%	9%	-4%	-6%	-9%	-1%	37%
O=C(CNc1ccc2c(c1)OCO2)N/N=C\c1cn(Cc2ccc(F)cc2)c2ccccc12	-4%	-19%	/	-3	10µM*	-2%	-5%	-10%	?	2%	?
CC(C)(C)NC(=O)CN1CCCN(C(=O)c2cccc(S(=O)(=O)N3CCc4ccccc43)c2)CC1	-5%	-9%	-12%	24	/	0%	-1%	6%	-20%	3%	/
COc1cc(-c2onc3ccc(Br)cc23)cc(OC)c1OC	-1%	3%	-78%	5	7%	-41%[inhibitor]	3%	-3%	?	-12%	-6%
O=C(NCCCO)C(=O)NCCc1ccc(Cl)cc1	-1%	5%	3%	6	0%	2%	2%	-4%	6%	3%	8%
CCN1/C(=C2/SC(=S)N(NC(C)=O)C2=O)Sc2ccc(OC)cc21	-13%	-4%	-10%	-1	-4%	-3%	-4%	6%	-17%	-2%	-5%
COc1ccc(CNC(=O)COC(=O)c2ccc(F)c(S(=O)(=O)N3CCOCC3)c2)cc1	/	-2%	-5%	/	/	/	-2%	4%	?	/	/
Cc1c(NC(=O)C2CCCCN2S(=O)(=O)c2ccc(Cl)cc2)c(=O)n(-c2ccccc2)n1C (stereo not given)	0%	-5%	-5%	-1	-3%	-6%	-10%	5%	-1%	0%	12%
CC(C)Cc1nc(C(N)=O)c2[nH]c(=O)n(-c3ccc(F)cc3)c2n1	3%	-1%	28%	-2	0%	3%	4%	-3%	5%	-2%	-1%
COc1ccc(OC)c(S(=O)(=O)NCC(c2ccc(F)cc2)N2CCN(C)CC2)c1 (stereo not given)	-1%	-8%	-17%	-4	/	-5%	-4%	2%	?	0%	/
COc1ccc(S(=O)(=O)N2CCc3ccccc32)cc1C(=O)N(CC(C)C)C1CCS(=O)(=O)C1 (stereo not given)	8%	1%	-17%	-3	/	-4%	2%	-1%	26%	1%	/
CCC(C)Nc1nc(N)c([N+](=O)[O-])c(N2CCCCCC2)n1 (stereo not given)	4%	3%	-30%	?	3%	-5%	-5%	2%	-11%	-4%	43%
CCN(CC)C(=O)Cn1cnc2sc(C(=O)Nc3cc(OC)c(OC)c(OC)c3)c(C)c2c1=O	6%	-4%	-21%	-2	-1%	2%	5%	-4%	-4%	-2%	-13%
COc1ccccc1-c1ccc(=O)n(CC(=O)NC(C)(C)C)n1	0%	1%	0%	4	4%	3%	1%	20%	14%	0%	-35%
O=C(NC(=S)Nn1cnc2c(cnn2-c2ccccc2)c1=O)c1ccc(Oc2ccccc2)cc1	1%	-1%	4%	-3	-10%	-5%	-2%	10%	-4%	0%	-37%
COC(=O)COc1ccc(C2NC(=O)NC(c3ccccc3)=C2C(C)=O)cc1OC (stereo not given)	0%	0%	-6%	0	3%	8%	-1%	-12%	-1%	-2%	6%
COc1ccc(N(CC(=O)Nc2cccnc2)S(=O)(=O)c2ccccc2)cc1OC	-2%	5%	-10%	0	6%	-3%	0%	3%	1%	-3%	-2%
